Assay outcomes deposited in PubChem BioAssay by PCMD.
FXIa inh: inhibitors of human coagulation factor XIa; P03951; purified human FXIa, fluorogenic AMC substrate cleavage; inhibition, % at 10 µM; 33,000 tested, 0.3% active; AID 687;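 active = inhibition above 40% in the primary screen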;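 note: 0% = enzyme without compound and 100% = blank wells lacking enzyme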
FXIIa single: blocks human coagulation factor XIIa activity | purified human FXIIa, AMC substrate fluorescence, 2 h | inhibition, % at 10 µM | 33,000 tested, 0.2% active; in the data active = inhibition above about 30%;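 note: 0% = enzyme with vehicle only and 100% = no enzyme blank; many of its hits are not listed in these tables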
Target sequence (P00748 20-372 limits assumed): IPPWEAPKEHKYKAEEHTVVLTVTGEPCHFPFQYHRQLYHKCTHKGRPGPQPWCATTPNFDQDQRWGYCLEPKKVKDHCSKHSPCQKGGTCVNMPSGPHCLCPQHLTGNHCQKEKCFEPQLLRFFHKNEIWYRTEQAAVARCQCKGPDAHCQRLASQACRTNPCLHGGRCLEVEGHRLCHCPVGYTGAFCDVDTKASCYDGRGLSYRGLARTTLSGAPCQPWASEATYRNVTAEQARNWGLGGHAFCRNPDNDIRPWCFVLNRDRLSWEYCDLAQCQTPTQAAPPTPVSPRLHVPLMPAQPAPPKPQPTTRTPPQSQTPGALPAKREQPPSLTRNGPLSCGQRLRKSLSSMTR
Target sequence (P00748 373-615 limits assumed): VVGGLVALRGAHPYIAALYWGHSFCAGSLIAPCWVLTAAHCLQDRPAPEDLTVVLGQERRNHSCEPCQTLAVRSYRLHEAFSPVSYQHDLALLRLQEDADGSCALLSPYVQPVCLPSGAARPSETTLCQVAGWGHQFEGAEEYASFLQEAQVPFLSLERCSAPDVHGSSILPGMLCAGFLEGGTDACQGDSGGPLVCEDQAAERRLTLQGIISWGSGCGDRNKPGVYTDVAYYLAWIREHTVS
* marks the source's active call; other numbers are inactive results; & = joins results of further samples.

Under each structure: FXIa inh | FXIIa single
Nc1cc(=O)nc(SCC(=O)NCc2ccccc2)n1CCc1ccccc1
    5 | 5
Cn1c(=O)c2c(ncn2CC(COCc2ccc(Cl)cc2)OCc2ccc(Cl)cc2)n(C)c1=O (stereo not drawn)
    -2 | -3
C=CCSc1ncccc1C(=O)O
    4 | -15
CCn1nnnc1SCC(=O)Nc1sc(C)c(C)c1C#N
    -5 | 4
CC1(C)CC(=O)c2cc(C(=O)O)c(=O)n(-c3ccccc3)c2C1
    -2 | 2
Cc1cc(C)c2nc(N3CCCC(C(=O)NCCCN4CCOCC4)C3)sc2c1 (stereo not drawn)
    -5 | 5
Cc1ccccc1N/C(SCc1ccc(Cl)cc1)=C(/C#N)C(=O)NCc1ccco1
    7 | 7
CC(=O)c1c(C)[nH]c(C(=O)CSc2nc3ccccc3n2C)c1C
    9 | 5
C=CCn1c(SCc2nc3ccccc3[nH]2)nnc1-c1ccc(OC)cc1
    -7 | 5
CC(=O)c1c(C)oc2ccc(O)c(CN3CCOCC3)c12
    1 | 0
CC(C)OCC(O)CS(=O)(=O)Cc1ccccc1 (stereo not drawn)
    0 | 8
COc1nc(-c2ccccc2)ccc1-c1noc(COc2ccccc2)n1
    2 | 4
COc1cc(CC(NC(C)=O)C(=O)NC2CCN(c3nc(C)cc(C)c3C#N)CC2)cc(OC)c1 (stereo not drawn)
    -4 | -14
Cn1c(=O)c2cn(-c3ccccc3)cc2n(C)c1=O
    -9 | 13
Cc1nc2c(C(=O)NCCc3ccccc3Cl)c[nH]n2c(=O)c1Cl
    0 | -1
CN1C(=O)SC(Nc2cccc3ccccc23)C1=O (stereo not drawn)
    -6 | 4
CCC(=O)N1CCc2cc(S(=O)(=O)NC(C(=O)NCc3ccccc3)C(C)C)ccc21 (stereo not drawn)
    -1 | -13
CCN(CCO)C(=O)C12CCC(C)(C(=O)C1)C2(C)C (stereo not drawn)
    -1 | 27
COc1ccccc1NC(=O)CC1COc2ccccc2O1 (stereo not drawn)
    3 | 8
COC(=O)c1ccc(N)cc1O
    2 | -3
CC12CN(C(=O)c3ccc(Cl)cc3)C3(C#N)CC1CCC23C (stereo not drawn)
    2 | -1
CCOC(=O)C1CCCCN1Cc1ccc(F)cc1 (stereo not drawn)
    -8 | 1
O=C(COC(=O)CNS(=O)(=O)c1ccccc1)Nc1ccc(Cl)cn1
    26 | 4
O=C(CC(O)(C(F)(F)F)C(F)(F)F)Nc1ccc(Cl)c(Cl)c1
    -3 | -2
CCCCNC(=O)CSc1nc2ccsc2c(=O)n1C1CCN(C(=O)OCC)CC1
    -13 | -13
O=C(/C(=C/O)N=Nc1ccccc1)c1ccncc1
    -1 | 10
CCN=C(NCC)SC1CC(=O)N(c2ccc(OC)cc2)C1=O (stereo not drawn)
    0 | 4
CCCCCCNc1nc(NCc2ccco2)nc(OCC)n1
    -10 | 1
COc1ccccc1CN1CCSCC1
    -2 | 4
Cc1ccccc1NC(=O)Cc1cn(C)c2ccccc12
    11 | 4
Cc1cc(OCC(=O)c2ccc(F)cc2)ccc1N1C(=O)CCC1=O
    4 | -12
c1ccc(-c2n[nH]c(-c3ccccc3)c2-c2nc3ccccc3[nH]2)cc1
    -3 | -1
Cn1c2ccc(F)cc2c2ncn(Cc3ccco3)c(=O)c21
    -11 | -3
O=C(NCCc1ccccc1)C(c1ccncc1)N(C(=O)c1csnn1)C1CC1 (stereo not drawn)
    -7 | 3
COC(=O)c1nn(-c2ccc3c(c2)OCO3)cc1O
    -2 | 2
Cc1ccc(NC(=O)NCCCN2CCCC2=O)cc1
    4 | 6
CC(=O)Nc1ccc(S(=O)(=O)N2CCSCC2)cc1
    -2 | 4
COC(=O)c1cc(=O)n(Cc2ccc3c(c2)OCO3)c(=Nc2ccc(F)cc2)s1
    0 | 6
Cn1c(-c2ccccc2)cccc1=O
    2 | 2
Cc1cc(C)c(S(=O)(=O)N2CCC(C(=O)NCc3ccco3)CC2)c(C)c1
    -2 | -5
COc1cccc(OCc2nnc(SCC(=O)NCc3ccco3)n2CCc2ccccc2)c1
    -7 | 6
COc1ccc(C=NCC2COc3ccccc3O2)cc1OC (stereo not drawn)
    1 | 0
COc1ccc(CCNC(=O)C2CCCN(S(C)(=O)=O)C2)cc1OC (stereo not drawn)
    3 | 1
CCOC(=O)C1=NN(c2ccc(F)cc2)C2=NC(C)=C(C(=O)OC)C(c3cccs3)N12 (stereo not drawn)
    0 | 8
Cc1c(C(=O)N2CCCCC2)sc(NC(=O)C(C)C)c1C#N
    -3 | 0
COC(=O)c1ccc(Sc2ccc(Cl)cc2)c(N)c1
    -13 | -16
Cc1cccc(C)c1N1C(=O)CC(N(O)c2ccccc2)C1=O (stereo not drawn)
    2 | 6
CCCC1=Nc2cc(C(=O)NCCCOC(C)C)ccc2Sc2ccccc21
    21 | -17
CC(=O)O/N=C(/C)c1ncc(C(F)(F)F)cc1N1CCOCC1
    -5 | 5
COCCCn1c(SCC(=O)OC2CCCCC2)nnc1-c1cccs1
    -5 | 1
Cc1ccc(S(=O)(=O)NC2=NCN(C3CCN(Cc4ccccc4)CC3)CN2)cc1
    -2 | -13
COC(=O)CNC(=O)CN1C(=O)N(c2ccc(Cl)cc2)C(N(O)C(=O)Nc2ccc(Cl)cc2)C1(C)C (stereo not drawn)
    -5 | 8
COc1ccccc1NC(=O)CN(C)S(=O)(=O)c1ccc2c(c1)CCC(=O)N2
    2 | 0
Oc1cccc(C(=S)N2CCN(Cc3ccccc3)CC2)c1
    7 | 4
O=C(Nc1ccccc1)N(Cc1ccccc1)Cc1ccccc1
    7 | 4
Cc1c(N(C(=O)c2cc(=O)[nH]c3ccccc23)C(C)C)c(=O)n(-c2ccccc2)n1C
    -3 | 5
Cc1cc(C)c(NC(=O)COc2ccccc2C(=O)Nc2ccc3c(c2)oc2ccccc23)c(C)c1
    -7 | -3
COc1ccc(-n2c(N)c(C(=O)NCc3ccco3)sc2=S)cc1
    7 | 8
CCCc1[nH]nc2c1C(c1cn[nH]c1-c1ccc(F)cc1)C(C#N)=C(N)O2 (stereo not drawn)
    -1 | 5
COC(=O)c1ccc(Cl)c(NC(=O)CN2CCN(C)CC2)c1
    3 | 13

Further entries.
Under each structure: FXIa inh | FXIIa single
CCC(C)NC(=O)CCCc1ccccc1 (stereo not drawn)
    3 | 8
Cc1ccnc(NC(=O)c2ccc(COc3ccc(Cl)cc3)o2)c1
    -2 | 3
CC(C)NS(=O)(=O)c1ccc(OCC(=O)N2CCCC2)c(Cl)c1
    -1 | -7
O=C(O)CCC(=O)N1CC=C(c2ccccc2)CC1
    0 | 4
COC(=O)C1=CN(C(C)C)C=C(C(=O)OC)C1c1cc(Br)c(OC)c(OC)c1
    -17 | -9
CCC(C)(C)n1nnnc1C(c1cc2cc3c(cc2[nH]c1=O)OCO3)N1CCCCC1 (stereo not drawn)
    29 | -15
COc1ccccc1NC(=O)c1ccc(-c2ccc(Br)cc2)o1
    -8 | 3
CCOc1ccc(NC(=O)CSc2nnc(C)n2CCCOC)cc1
    2 | -1
CCOC(=O)Cn1nc(-c2ccccc2)c2ccccc2c1=O
    -7 | 2
Cn1cnnc1SCC(=O)c1ccc2c(c1)OCO2
    9 | 3
CCCN(CC1CC1)C(=O)CSc1ncnc2sc(C)c(C)c12
    1 | 7
Cc1cc(C(F)F)n2nc(C(=O)Nc3sc4c(c3C#N)CCC(C)C4)nc2n1 (stereo not drawn)
    10 | 3
Cc1cc2n(c(=O)c1C#N)CCCN2c1ccccc1
    1 | 11
CCOC(=O)/C(C#N)=C1/SC(CC)C(=O)N1c1ccc(Br)cc1 (stereo not drawn)
    9 | 3
Cc1ccnc(N/C=C(/NC(=O)c2ccccc2)C(=O)N/N=C\c2ccc(F)cc2)n1
    3 | 6
O=C(CSc1nnc(-c2ccccc2)c(-c2ccccc2)n1)N1CCOCC1
    -11 | -13
O=C1C(N2CCOCC2)=C(n2nnc3ccccc32)C(=O)c2ccccc21
    -3 | 3
Cn1c(SCC(=O)Nc2sccc2C#N)nnc1-c1ccccc1
    8 | 8
CCOC(=O)CCc1c(C)c2ccc(OCC(=O)OC(C)C)cc2oc1=O
    -3 | 22
Cc1cc([N+](=O)[O-])ccc1NC(=S)NC(=O)Cc1ccccc1
    4 | 8
Cc1cc(C)c2c(N)c(C(=O)NC3CC3)sc2n1
    -9 | -10
CCN1C(=O)C(O)(C2COC(C)(C)CC2=O)c2ccccc21 (stereo not drawn)
    29 | -14
Cc1oc(-c2ccc(F)cc2)cc1-c1nn2c(-c3ccoc3C)nnc2s1
    4 | 8
Cc1ccc(C)c(S(=O)(=O)NCc2ccc(C(=O)N3CCCCC3C)cc2)c1 (stereo not drawn)
    -3 | 15
CN(C)C(=O)CCc1nc2sc3c(c2c(=O)[nH]1)CCCC3
    -3 | -3
COCCCN1C(=O)c2ccc(C(=O)O)cc2C1=O
    -6 | 5
O=C(c1ccc(COc2ccccc2Cl)o1)N1CCCC1
    -4 | 4
CC(=O)Nc1ccc(NC(=O)Cn2cc3c(n2)CCC(C)C3)cc1 (stereo not drawn)
    6 | 6
CCC(OC(=O)CCc1nc2ccccc2[nH]c1=O)C(=O)c1ccccc1 (stereo not drawn)
    24 | 6
Cc1cc(NC(=O)Nc2ccc(F)cc2)no1
    25 | -12
COc1ccc(CN2CC(C(=O)NCCCN3CCN(C)CC3)CC2=O)cc1 (stereo not drawn)
    0 | 0
CCN1C(=O)C2(/C(=C(\O)c3ccc4c(c3)OCCO4)C(=O)C(=O)N2CCCOC)c2ccccc21 (stereo not drawn)
    -4 | 0
COc1ccc(C2C(C#N)=C(N)SC(N)=C2C#N)cc1OC
    1 | 5
Cc1oc2nc(SCC(=O)Nc3ccc(S(N)(=O)=O)cc3)nc(NC(=O)c3ccccc3)c2c1C
    -9 | 4
Cc1cccn2c(=O)c(/C=C(\C#N)S(=O)(=O)c3ccc(Cl)cc3)c(N3CCC(C(N)=O)CC3)nc12
    -6 | 4
Cc1occc1C(=O)NCCc1cccc(Cl)c1
    -12 | 0
Cc1c(C)c2cc(Cl)c(O)c(CN3CCCC(C)C3)c2oc1=O (stereo not drawn)
    -43 | -111
Cn1c(=O)[nH]c(=O)c2c1nc(N1CCN(Cc3ccccc3)CC1)n2CCSc1ncccn1
    3 | 8
COCCCNC(=O)c1cc(OC)c(OC)c(OC)c1
    1 | 5
COc1ccc(/C(N)=N/OC(=O)c2cccc([N+](=O)[O-])c2C)cc1OC
    21 | -12
C=CCn1c(SCC(=O)Nc2sccc2C(N)=O)nc2ccc(Cl)cc2c1=O
    6 | 8
CN(C)CCNC(=O)Cc1c(C(=O)O)n(C)c2ccccc12
    2 | 2
O=C(NCC1CCCO1)c1nc2c(nnn2Cc2ccccc2Cl)c(=O)[nH]1 (stereo not drawn)
    5 | 8
O=C1NC(=O)C(c2ccccc2)(c2ccccc2)N1
    4&-4 | 3&1
COc1cc(C(=O)N(Cc2ccc(F)cc2)C2CCS(=O)(=O)C2)cc(OC)c1OC (stereo not drawn)
    23 | -16
Cc1ccc(OCCSc2ncnc3nc[nH]c23)cc1
    6 | 3
O=C(N/N=C/c1cccs1)C1COc2ccccc2O1 (stereo not drawn)
    -4 | 1
Cc1sc2ncnc(N3CCOCC3)c2c1C
    -4 | 8
CCCC(O)(CCN(C)C)c1ccc(OC)cc1 (stereo not drawn)
    -14 | -12
CCc1nc2ccccc2c(C(=O)OCCN2C(=O)c3ccccc3C2=O)c1C
    -10 | 6
COc1ccc(C2CC(c3ccc(OC)cc3)n3nc(NC(=O)c4cccs4)nc3N2)cc1 (stereo not drawn)
    18 | -15
COc1cc(C)c(Cl)cc1S(=O)(=O)n1cnc2ccccc21
    6 | 4
O=C(CSc1nc2ccccc2s1)N1CCCCC1
    0 | -3
COc1ccccc1NC(=O)CN(C)S(=O)(=O)c1ccc(F)cc1
    -4 | 7
C=CCNc1nc(-c2ccc(O)c(C(N)=O)c2)cs1
    7 | 7
CCc1nc(N2CCN(S(=O)(=O)c3ccc(Br)cc3)CC2)c2c(C)c(C)sc2n1
    1 | 1
O=C(c1ccc(Cl)c(S(=O)(=O)NCc2ccco2)c1)N1CCN(c2ccccc2F)CC1
    12 | 4
COc1ccc(CN2CCOCC2)cc1
    -8 | 11
COc1ccc(-c2nc3ncccn3c2Nc2ccc3c(c2)OCCO3)cc1
    10 | 5
CC(c1ccccc1)n1cc(C(=O)NCc2cccnc2)nn1 (stereo not drawn)
    -1 | 5

The list goes on, overlapping the part above by 2 compounds.
Under each structure: FXIa inh | FXIIa single
COc1ccc(-c2nc3ncccn3c2Nc2ccc3c(c2)OCCO3)cc1
    10 | 5
CC(c1ccccc1)n1cc(C(=O)NCc2cccnc2)nn1 (stereo not drawn)
    -1 | 5
Cc1ccc(S(=O)(=O)NCCc2ccccc2)cc1
    -4 | 8
COC(=O)C1=NN(N=O)C2(CC(=O)N(c3cc(C)cc(C)c3)C2=O)C1 (stereo not drawn)
    4 | 10
CCn1c(SCC(=O)Nc2cccc(NC(C)=O)c2)nnc1C(C)C
    0 | 24
COc1cc(C(=O)NCc2ccc(C)cc2)ccc1OCc1c(C)noc1C
    -7 | 16
COc1ccc(-c2cc(C(F)(F)F)nc(N3CCOCC3)n2)cc1
    -8 | -10
O=S(=O)(Nc1ccncc1Cl)c1ccccc1
    -2 | 2
CC(C)(C)Oc1ncc(Br)c(OC(C)(C)C)n1
    -4 | 2
CCOc1ccc2nc(SCC(=O)N(C)C)[nH]c2c1
    -2 | -6

One compound at a time (already shown). Order of values: FXIa inh	FXIIa single
`C=CCn1c(SCC(=O)Nc2sccc2C(N)=O)nc2ccc(Cl)cc2c1=O` in the list: 6	8
`COC(=O)c1nn(-c2ccc3c(c2)OCO3)cc1O` in the list: -2	2
`COc1ccccc1NC(=O)c1ccc(-c2ccc(Br)cc2)o1` in the list: -8	3
`CC(c1ccccc1)n1cc(C(=O)NCc2cccnc2)nn1` (stereo not drawn) in the list: -1	5
`CC1(C)CC(=O)c2cc(C(=O)O)c(=O)n(-c3ccccc3)c2C1` in the list: -2	2

The list is partial; the hit share may differ from the screen's.
